FAS TE block – inhibitors of human fatty acid synthase thioesterase domain | hit rate 0.67% among 360,000 | inhibition, % at 15 µM | P49327 | AID 602261 | recombinant FAS-TE, OMFH fluorogenic substrate, fluorescence endpoint;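 active = compounds whose normalised, plate-corrected inhibition of enzyme fluorescence in the single-dose primary screen is 50% or more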;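 also: 0% = DMSO with enzyme and 100% = substrate without enzyme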
bovine MsrA act – activates bovine MsrA enzyme; activation, % at 10.6 µM; hit rate 0.3% among 360,000; purified bovine MsrA, absorbance read-out; in the data active = activation above about 7.5%;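 also: 0% = vehicle and 100% = reference activator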
PABP1 MLLE inh – blocks PAM2 peptide binding to the PABP1 MLLE domain; GST-MLLE / FITC-PAM2 fluorescence polarization; inhibition, % at 20 µM; hit rate 0.36% among 360,000; in the data active = inhibition above about 35%, passing the limit was not always enough;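 also: plate controls were DMSO wells with GST-MLLE for no effect and wells lacking GST-MLLE protein for full effect; some results filed as inactive read as strong as hits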
Tb MetRS inh – Trypanosoma brucei MetRS inhibition | purified T. brucei MetRS, ATP depletion, Kinase-Glo luminescence | inhibition, % at 11.9 µM | AID 624268 | hit rate 0.4% among 360,000;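 active = inhibition above a per-plate cutoff of the control wells' mean inhibition plus 3 SD, cut at about 5.5% in these data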;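 also: 0% = DMSO wells median and 100% = median of wells with control inhibitor compound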
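Dosing: 11.9 µM single point; system: parasite MetRS enzyme; technique: luminescence of leftover ATP; times: 15 min enzyme-compound preincubation, 2 h reaction, 10 min detection, 25 °C; replicates: each compound tested once; read-out basis: percent inhibition relative to median high and low control wells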
Rin1-Abl PPI inh – human Rin1-Abl interaction inhibition; hit rate 0.4% among 360,000; P00519+Q13671; inhibition, % at 7.35 µM; TR-FRET Rin1/Abl binding, biochemical; AID 588664; in the data active = inhibition above about 5%, passing the limit was not always enough
Neddyl block – cullin neddylation inhibition; P61081+Q13564; calls only at 25 µM; AID 651699; TR-FRET cullin neddylation, biochemical; hit rate 0.58% among 360,000; in the data active = inhibition above about 36%
eLon inh – inhibits E. coli Lon protease | hit rate 0.42% among 360,000 | purified E. coli Lon protease, fluorescence polarization | inhibition, % at 7.94 µM | P0A9M0 | AID 602123; in the data active = inhibition above about 13%, passing the limit was not always enough;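 also: 0% = enzyme with probe and DMSO and 100% = no enzyme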
CSN deneddyl inh – inhibitors of human CSN-mediated cullin deneddylation; Q92905; inhibition, % at 12.5 µM; Purified CSN, SCF-Nedd8-OG deneddylation, fluorescence polarization; hit rate 0.38% among 360,000;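 active = pattern-corrected inhibition above about 35%, with an unprinted fluorescence ratio check between 0.5 and 1.5, limit read from the data, passing the limit was not always enough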;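 also: 0% = enzyme with substrate and 100% = substrate without enzyme; some results filed as inactive read as strong as hits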
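Detection – fluorescence polarization · System – HEK293T-derived human Csn5 enzyme · Controls – substrate-only high control, full reaction low control · Timing – 90 min, room temperature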
MsrA inhibitor – bovine MsrA inhibition; purified bovine MsrA, absorbance read-out; inhibition, % at 15.5 µM; hit rate 0.75% among 360,000; AID 651718; in the data active = inhibition above about 4.5%;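 also: 0% = vehicle wells with enzyme and 100% = reference inhibitor wells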
An asterisk follows results filed as active; i = inactive; . = no result given.

nr	mol	FAS TE block	bovine MsrA act	PABP1 MLLE inh	Tb MetRS inh	Rin1-Abl PPI inh	Neddyl block	eLon inh	CSN deneddyl inh	MsrA inhibitor
1	CCOC(=O)Cc1cc(=O)c2cc(C)ccc2[nH]1	-8	-5	-7	1.9	2	i	15	-1	0.6
2	CC(=O)N1c2ccc(S(=O)(=O)N(C)CC(=O)NCc3ccccc3)cc2CC1C (centres undefined)	-3	-5	-1	-0.3	1	i	13	2	0.6
3	COC(=O)c1ccccc1C(=O)N1CCOCCN(C(=O)c2ccccc2C(=O)OC)CCOCC1	-5	-5	3	0.1	-2	i	-6	1	-0.1
4	CCOC(=O)/C(C#N)=C\c1cccnc1	-1	-1	-10	0.5	1	i	-10	-1	-0.6
5	CCN(CC)C(=O)CSc1nc2cccnc2n1-c1ccccc1OC	-7	-3	-25	-0.3	3	i	-5	1	1.1
6	COc1ccc(C2N=C(c3ccccc3)NO2)cc1OC (centres undefined)	-2	-12	12	-0.2	5	i	2	2	-0.6
7	Cc1ccc(NC(=O)c2cc(-c3ccccc3)nn2-c2ccccc2)cc1	30	-5	5	-0.4	2	i	5	7	0.0
8	O=C(CC1CCOCC1)Nc1ccc(Cl)c(Cl)c1	-2	-8	-1	-0.7	2	i	10	3	-1.8
9	COc1ccc(NC(=O)CSc2ccc3nnc(CCNC(=O)c4ccccc4)n3n2)cc1OC	-3	-5	5	-0.4	2	i	11	-2	-0.5
10	O=C(CCCN1C(=O)CCC1=O)Nc1ccc(Cl)c(C(F)(F)F)c1	0	-4	13	-1.0	2	i	-16	-6	-0.4
11	O=c1cc(-c2ccc(O)c(O)c2)oc2ccc3ccccc3c12	18	-2	0	-0.3	1	i	-3	0	-0.1
12	O=C(Nc1nccs1)C1CC=CCC1 (centres undefined)	-6	-1	12	0.2	3	i	-10	7	0.6
13	Cc1nc(NC(=S)NC(=O)c2cccs2)sc1C(=O)N(C)C	-6	-1	35	-0.6	-4	i	-5	2	0.7
14	C#CCOc1ccc2c(C)cc(=O)oc2c1	-1	-2	-21	1.0	-1	.	2	1	2.1
15	CC/C(Cc1ccccc1)=N/NC(=O)CNC(=O)c1ccc(Cl)cc1Cl	1	-3	-2	0.0	-5	i	-1	-6	1.7

Additional results follow.
nr	mol	FAS TE block	bovine MsrA act	PABP1 MLLE inh	Tb MetRS inh	Rin1-Abl PPI inh	Neddyl block	eLon inh	CSN deneddyl inh	MsrA inhibitor
16	COc1cc2c(cc1OC)CN(C(=O)CCCOc1ccc(Cl)cc1Cl)CC2	24	-6	2	0.2	-3	i	4	-3	-0.4
17	CC(=O)NCCc1nc2ccccc2[nH]1	-6	-1	0	-0.5	-1	i	-3	2	-0.3
18	CCN1CC(CN(C)Cc2nc(Cc3ccccc3)no2)CC1=O (centres undefined)	-6	-2	15	0.1	-1	i	4	8	-0.6
19	CC1(C)Cc2cccc(OCC(=O)Nc3ccccc3N3CCOCC3)c2O1	14	-4	-5	-0.4	-2	i	-2	1	-0.2
20	CCOC(=O)c1cc(S(=O)(=O)N2CCOCC2)cn1C	-5	-2	-2	-0.1	1	i	-5	-1	-0.9
21	c1ccc2c(c1)CCN(c1nc3ccccc3n3cnnc13)C2	20	-5	-9	-0.2	-2	i	-7	2	0.7
22	Cc1cccc(C(=O)OCC(=O)Nc2c(C)nn(-c3ccccc3)c2C)c1O	-8	-3	8	-0.2	5	i	-12	3	-0.8
23	CCN1CCN(c2ccc(S(=O)(=O)N3CCOCC3)cc2NC(=O)c2ccc(Cl)cc2Cl)CC1	9	0	-77	-0.3	2	i	-10	0	-0.4
24	CC(C)(C)C(=O)Nc1ccc(N2CCN(S(C)(=O)=O)CC2)cc1	-5	-3	10	0.5	7	i	-8	1	0.2
25	CC(C)NS(=O)(=O)c1ccc(CCC(=O)Nc2cc(Cl)ccc2Oc2ccccc2)cc1	29	-2	3	-1.4	-2	i	6	3	.
26	Cc1cc(NC(=O)C(C)SCC(=O)OCC(=O)N(C)c2ccccc2)no1 (centres undefined)	-12	-1	5	-0.4	5	i	5	-6	-1.0
27	O=C(c1cc(-c2ccc(Cl)cc2)on1)N1CCCC1	0	-1	4	-0.7	3	i	-14	-6	0.0
28	O=C(CCCCCNC(=O)N1CCn2c1nc1ccccc12)NCc1ccc(Cl)cc1	5	0	5	0.6	3	i	-10	1	1.0
29	COc1ccc(OCCNC2CCCC2)cc1	-5	-1	4	-0.3	-2	i	-1	-2	-0.5
30	Cc1cc2nn(-c3ccc(F)cc3)nc2cc1N	3	-1	-24	-1.1	1	.	3	8	2.2

Other results follow:
nr	mol	FAS TE block	bovine MsrA act	PABP1 MLLE inh	Tb MetRS inh	Rin1-Abl PPI inh	Neddyl block	eLon inh	CSN deneddyl inh	MsrA inhibitor
31	OCCC1CN(Cc2cccn2-c2cccnc2)CCN1C1CCCC1 (centres undefined)	-9	-4	11	-0.5	1	i	-10	-1	-0.1
32	O=C(O)c1cc2c(=O)c3ccccc3oc2nc1C(F)(F)F	-3	-1	-17	0.1	2	i	-5	0	3.8
33	CCc1cc2c(=O)[nH]c(N3CCOCC3)nc2s1	-8	-4	6	0.1	-4	i	7	3	0.3
34	COc1ccccc1CN(C)CC(=O)Nc1ccc(Cl)cc1C(F)(F)F	16	-6	-3	-0.2	0	i	-1	-9	0.1
35	CN(C)c1ccc(C2Nc3ccccc3C(=O)N2CCCN2CCOCC2)cc1 (centres undefined)	-8	-3	3	0.3	0	i	5	-3	1.7
36	COc1ccc(CN2CCN(Cc3c[nH]c4ccccc34)CC2)c(OC)c1	-8	-5	-16	-0.1	0	i	0	-4	1.3
37	Cn1c(N)c(C(=O)COC(=O)/C=C/c2cccc(Cl)c2)c(=O)n(C)c1=O	1	-3	-30	-0.3	1	i	-2	-4	1.4
38	COCCCn1c2nc3ccccc3nc2c2c(=O)n(-c3ccccc3OC)cnc21	-7	-12	2	-1.9	-4	i	-7	0	1.1
39	O=C(Oc1ccc2c(c1)OCO2)c1ccc(Br)c(S(=O)(=O)N2CCOCC2)c1	26	0	-1	-0.3	0	i	-4	5	0.1
40	COC(=O)c1sc(N)c(C(=O)OC)c1CSc1nc2sc3c(c2c(=O)n1C)CCC3	5	-3	-21	-1.1	0	i	-10	5	1.2
41	O=C(COC(=O)C1=COCCO1)Nc1cc(C(F)(F)F)ccc1Cl	2	-2	1	0.1	1	i	-7	0	-0.2
42	COc1cccc(CNC(=O)CSCC(=O)Nc2cc(C)on2)c1	-7	-1	13	-0.3	-1	i	-13	2	-0.1
43	COc1cccc(OC)c1C(=O)Nc1ccc(C(=O)NCc2ccccc2)cc1	-8	-1	5	0.3	2	i	-4	-3	-1.1
44	Cc1cc(SCc2cccc(C(F)(F)F)c2)nc(=O)[nH]1	-1	-2	-9	-0.2	-2	i	-17	5	.
45	C[C@]12CCC3c4ccc(O)cc4CCC3C1CC/C2=N\N (some centres undefined)	-2	-1	-3	0.2	0	i	2	5	0.8

The listing continues.
nr	mol	FAS TE block	bovine MsrA act	PABP1 MLLE inh	Tb MetRS inh	Rin1-Abl PPI inh	Neddyl block	eLon inh	CSN deneddyl inh	MsrA inhibitor
46	CN1C=CC=C/C1=C1\SC(=S)N(C2CCCCC2)C1=O	9	-3	33	-0.2	-10	i	0	5	-0.4
47	CC(NS(=O)(=O)c1ccc(CCC(=O)NCc2ccco2)cc1)c1ccccc1 (centres undefined)	-2	-1	0	0.6	1	i	-9	-3	-0.1
48	O=C(N/C(=C/c1cccnc1)C(=O)N1CCOCC1)c1ccccc1Cl	-5	-6	3	-0.8	-1	i	8	-4	0.6
49	O=C(COc1ccc(F)cc1)NCCCn1ccnc1	-6	-3	-12	-0.2	4	i	2	-5	0.6
50	Cc1ccc(-n2ncc3c(=O)n(CC(N)=O)cnc32)cc1C	-2	-1	7	-0.1	-2	i	-14	0	0.6
51	CC(C)CC(=O)N1CCN(S(=O)(=O)c2ccccc2)CC1	-10	0	5	0.1	3	i	-4	0	1.0
52	CCn1c(=O)c(NC(=O)c2ccccc2)c2n(c1=S)CCCCC2	-2	-7	0	-1.1	2	i	-12	0	-0.3
53	Cn1c(=O)c2c(nc(SCC(=O)N3c4ccccc4CCc4ccccc43)n2C)n(C)c1=O	8	1	-13	-0.1	9	i	-5	-1	0.7
54	O=C(CCC(=O)OCC(=O)c1ccc(C(F)(F)F)cc1)OCC(=O)c1ccc(C(F)(F)F)cc1	0	-6	1	-0.6	0	i	5	0	-0.8
55	CCCCOC(=O)Nc1nnc(CCOCC)s1	-3	-3	-22	-0.7	3	i	-11	-1	-0.1
56	N#Cc1c(NC(=O)CSc2ncn(-c3ccccc3)n2)sc2c1CCCC2	30	0	21	-0.2	-4	i	7	3	0.6
57	Cc1cc(NC(=O)c2ccco2)ncc1NC(=O)Cc1ccccc1	-13	-5	-20	-0.5	0	i	5	-5	-0.1
58	COc1cccc(OC)c1C(=O)Nc1cccc(-n2cnnn2)c1	-3	0	-5	-0.4	-2	i	2	3	-0.3
59	COc1ccc(N2CCN(C(=O)c3cccc(NC4=NC5CS(=O)(=O)CC5S4)c3)CC2)cc1 (centres undefined)	-4	-2	-66	-0.9	0	i	-4	2	-0.3

A draw from above in order of SMILES length, ascending.
nr	mol	FAS TE block	bovine MsrA act	PABP1 MLLE inh	Tb MetRS inh	Rin1-Abl PPI inh	Neddyl block	eLon inh	CSN deneddyl inh	MsrA inhibitor
49	O=C(COc1ccc(F)cc1)NCCCn1ccnc1	-6	-3	-12	-0.2	4	i	2	-5	0.6
21	c1ccc2c(c1)CCN(c1nc3ccccc3n3cnnc13)C2	20	-5	-9	-0.2	-2	i	-7	2	0.7
5	CCN(CC)C(=O)CSc1nc2cccnc2n1-c1ccccc1OC	-7	-3	-25	-0.3	3	i	-5	1	1.1
13	Cc1nc(NC(=S)NC(=O)c2cccs2)sc1C(=O)N(C)C	-6	-1	35	-0.6	-4	i	-5	2	0.7
52	CCn1c(=O)c(NC(=O)c2ccccc2)c2n(c1=S)CCCCC2	-2	-7	0	-1.1	2	i	-12	0	-0.3
48	O=C(N/C(=C/c1cccnc1)C(=O)N1CCOCC1)c1ccccc1Cl	-5	-6	3	-0.8	-1	i	8	-4	0.6
22	Cc1cccc(C(=O)OCC(=O)Nc2c(C)nn(-c3ccccc3)c2C)c1O	-8	-3	8	-0.2	5	i	-12	3	-0.8
47	CC(NS(=O)(=O)c1ccc(CCC(=O)NCc2ccco2)cc1)c1ccccc1 (centres undefined)	-2	-1	0	0.6	1	i	-9	-3	-0.1

High-throughput results (PubChem BioAssay)
